M1 ag: activates human CHRM1 receptor | P11229 | CHO-K1 hM1, Fluo-8 calcium fluorescence, agonist mode; 0% DMSO, 100% acetylcholine EC100 | activation, % at 3 µM | 360,000 tested, 0.33% active | AID 588814;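 active = activation above the run's mean compound activation plus 3 SD, cut at about 16% in these data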;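 also: peak over basal fluorescence ratio within a 140 s kinetic read after compound addition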
Target sequence (P11229 whole entry, looked up): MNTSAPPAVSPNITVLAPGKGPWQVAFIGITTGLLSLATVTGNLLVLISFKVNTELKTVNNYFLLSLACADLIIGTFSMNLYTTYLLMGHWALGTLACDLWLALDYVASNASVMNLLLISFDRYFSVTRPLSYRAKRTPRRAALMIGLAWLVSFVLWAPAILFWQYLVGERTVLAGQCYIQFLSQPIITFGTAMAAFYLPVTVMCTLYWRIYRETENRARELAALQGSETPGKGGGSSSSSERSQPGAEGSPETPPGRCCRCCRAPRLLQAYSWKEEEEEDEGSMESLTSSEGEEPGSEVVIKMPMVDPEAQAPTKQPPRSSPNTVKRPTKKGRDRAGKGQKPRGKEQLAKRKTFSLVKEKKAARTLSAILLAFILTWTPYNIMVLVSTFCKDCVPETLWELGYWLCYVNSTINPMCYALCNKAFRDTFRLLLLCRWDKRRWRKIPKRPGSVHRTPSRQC
CHRM1 antagonist: blocks human M1 muscarinic receptor; P11229; CHO-K1 hM1, Fluo-8 calcium fluorescence, ACh EC80 antagonist; inhibition, % at 3 µM; 360,000 tested, 1.3% active; AID 588852;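 active = percent inhibition above its own plate's cutoff, namely the mean of that plate's compound wells plus 3 SD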;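 also: peak over basal fluorescence ratio during 140 s after agonist addition; 0% = ACh EC80 plus DMSO and 100% = DMSO alone without agonist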
CHO-K1 Ca antag: counter-screen for M1 antagonists: effect in parental CHO-K1 cells; ATP-induced calcium, Fluo-8 fluorescence; inhibition, % at 3 µM; 360,000 tested, 0.6% active;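 active = inhibition above a per-plate cutoff, the plate's mean sample inhibition plus 3 SD, cut at about 24% in these data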;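 also: 0% = DMSO plus EC80 ATP and 100% = DMSO alone without ATP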
TAAR1 agonist: agonists of human TAAR1; CHO RD-HGA16 TAAR1, Fluo-8 calcium fluorescence; vehicle wells 0%, saturating PEA agonist 100%; activation, % at 3 µM; Q96RJ0; 360,000 tested, 0.99% active; AID 624467;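 active = activation above the mean activation of all test compounds in the run plus 3 SD, cut at about 38% in these data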
Target sequence (Q96RJ0 whole entry, looked up): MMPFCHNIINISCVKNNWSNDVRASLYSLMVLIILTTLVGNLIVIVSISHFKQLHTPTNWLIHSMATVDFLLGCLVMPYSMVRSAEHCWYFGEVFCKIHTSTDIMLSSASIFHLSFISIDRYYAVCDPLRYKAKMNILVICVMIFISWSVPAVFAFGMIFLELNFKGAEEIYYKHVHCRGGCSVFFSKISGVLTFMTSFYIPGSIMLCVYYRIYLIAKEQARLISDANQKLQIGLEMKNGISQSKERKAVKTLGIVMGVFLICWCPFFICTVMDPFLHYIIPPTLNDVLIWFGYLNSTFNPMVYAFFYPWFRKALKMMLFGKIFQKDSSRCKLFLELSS
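System: CHO-derived RD-HGA16 cells with stable Gα16 and human TAAR1 / Times: 17-24 h plating, Fluo-8 75 min 37 °C, 30 min RT / Technique: calcium-sensitive Fluo-8 signal, excitation 470-495, emission 515-575 nm / Measure: % activation relative to PEA EC100 response / Benchmarks: DMSO and PEA EC100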
CHO-K1 Ca ag: M1 agonist counterscreen hit in parental CHO-K1 cells; Fluo-8 calcium fluorescence; scaled to maximal ATP response, vehicle zero; 360,000 tested, 0.48% active; AID 602248; activation, % at 3 µM; in the data active = activation above about 15%;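 also: untransfected CHO-K1 host cells lacking M1 receptor as counterscreen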
CHO parental Ca: counter-screen: ATP calcium response change in parental CHO cells; parental CHO-K1, ATP-induced calcium, Fluo-8 fluorescence; inhibition, % at 5.6 µM; 330,000 tested, 0.63% active; AID 463079;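 active = inhibition above that plate's mean sample inhibition plus 3 SD, cut at about 26% in these data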;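 also: 0% = ATP-challenged DMSO wells and 100% = DMSO wells without ATP; some compounds past the cut are filed as inactive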
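Material – parental CHO cells · Reagent – ATP stimulus · Compound – single nominal dose of 5.6 µM per compound · Detection – Fluo-8 fluorescence · Read-out basis – percent inhibition of calcium signal · Controls – ATP-challenged DMSO wells low, unchallenged DMSO wells high · Repeats – no replicates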
CHO-K1 Ca PAM: nonselective activator or artifact in parental CHO-K1 calcium assay; ATP EC20, Fluo-8 calcium fluorescence; 0% at ATP EC20, 100% at ATP max; activation, % at 3 µM; 360,000 tested, 0.02% active;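 active = activation above the run cutoff, the mean activation of all test compounds plus 3 SD, cut at about 40% in these data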;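 also: peak over basal fluorescence ratio in a 140 s read after ATP addition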
TAAR1 antag: human TAAR1 antagonism; Q96RJ0; CHO RD-HGA16 TAAR1, Fluo-8 calcium fluorescence, antagonist; inhibition, % at 3 µM; 360,000 tested, 1.5% active;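 active = inhibition above a per-plate cutoff, the mean inhibition of test compounds on that plate plus 3 SD, cut at about 49% in these data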;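 also: 0% = DMSO plus EC80 beta-PEA response and 100% = DMSO alone without agonist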
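Material: CHO RD-HGA16 cells bearing hTAAR1; compound dosing: one-point dosing, 3 µM nominal final; schedule: dye loading 75 min at 37 °C, then 30 min room temperature; measured by: calcium fluorescence with Fluo-8; control set: vehicle and agonist controls; replication: n of 1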
CHRM1 PAM: human CHRM1 positive allosteric modulation | P11229 | CHO-K1 hM1, Fluo-8 calcium fluorescence, ACh EC20; 0% = ACh EC20, 100% = maximal ACh | activation, % at 3 µM | 360,000 tested, 0.088% active | AID 588819; in the data active = activation above about 19%, passing the limit was not always enough
* marks the source's active call; other numbers are inactive results; . = no result given.

1) CC1CCN(S(=O)(=O)c2cc(Cl)ccc2Br)CC1
2) CCOC(=O)c1ccc(NC(=O)CN2C(=O)C(C)SC(C)C2=O)cc1 (stereo not drawn)
3) C=CCNc1nc(N2CCCC2)nc2ccccc12
4) CC[N+](CC)(CC)CCCCOc1ccc2c(c1)C(=O)c1cc(OCCCC[N+](CC)(CC)CC)ccc1-2
5) CCOCCCn1c(=S)[nH]c2cc(C(=O)NCCc3ccc(OC)c(OC)c3)ccc2c1=O
6) COc1ccc(C2=NOC(C(=O)Nc3c(C)n(C)n(-c4ccccc4)c3=O)C2)cc1 (stereo not drawn)
assay / compound	1	2	3	4	5	6
M1 ag	-7	-3	-4	-8	-2	-4
CHRM1 antagonist	-14	6	-2	1	4	14
CHO-K1 Ca antag	-16	11	5	0	-13	-1
TAAR1 agonist	12	2	4	0	10	1
CHO-K1 Ca ag	-0.3	1.0	1.1	0.1	1.0	0.2
CHO parental Ca	-19	-5	-12	-7	-17	-5
CHO-K1 Ca PAM	9	-12	-4	5	15	3
TAAR1 antag	-1	2	-4	-13	25	-16
CHRM1 PAM	12	-5	1	-1	-1	-5

7) Cc1ccc(-n2nc3c(c2NC(=O)CC(C)C)CS(=O)(=O)C3)c(C)c1
8) Cc1ccc(-c2n[nH]c(=S)n2Cc2ccccc2)cc1
9) Cc1ccc(N(C(=O)c2csnn2)C(C(=O)NC(C)(C)C)c2ccncc2)cc1 (stereo not drawn)
10) Cc1c(Cl)cccc1NC(=S)NC(=O)CCN1C(=O)c2ccccc2C1=O
11) Cn1c(CN2CCCC2)nc2cc(NS(=O)(=O)c3ccc(Cl)cc3)ccc21
12) Cc1ccc2cc(CCNC(=O)C(C)C)c(=O)[nH]c2c1C
assay / compound	7	8	9	10	11	12
M1 ag	0	-6	10	-5	0	-1
CHRM1 antagonist	-7	19	-37	0	-1	-11
CHO-K1 Ca antag	11	14	-4	1	-4	-1
TAAR1 agonist	1	13	8	8	69*	1
CHO-K1 Ca ag	-0.2	0.3	0.7	0.2	5.0	-0.1
CHO parental Ca	-13	-3	-18	-16	-7	-6
CHO-K1 Ca PAM	-5	4	3	7	19	11
TAAR1 antag	-19	-2	-31	20	8	-1
CHRM1 PAM	11	-17	23	-1	0	4

Full records from above.
Record of Cc1ccc(-n2nc3c(c2NC(=O)CC(C)C)CS(=O)(=O)C3)c(C)c1 = M1 ag: 0; CHRM1 antagonist: -7; CHO-K1 Ca antag: 11; TAAR1 agonist: 1; CHO-K1 Ca ag: -0.2; CHO parental Ca: -13; CHO-K1 Ca PAM: -5; TAAR1 antag: -19; CHRM1 PAM: 11
Record of Cc1ccc(N(C(=O)c2csnn2)C(C(=O)NC(C)(C)C)c2ccncc2)cc1 (stereo not drawn) = M1 ag: 10; CHRM1 antagonist: -37; CHO-K1 Ca antag: -4; TAAR1 agonist: 8; CHO-K1 Ca ag: 0.7; CHO parental Ca: -18; CHO-K1 Ca PAM: 3; TAAR1 antag: -31; CHRM1 PAM: 23

Other results follow:
13) Clc1ccccc1Cn1c(/C=C/c2ccco2)nc2ccccc21
14) O=C(NC(c1ccc(-c2ccccc2)cc1)c1cnccn1)C1CCN(Cc2ccc(Oc3ccccc3)cc2)CC1 (stereo not drawn)
15) CC1CCN(C(=O)COC(=O)c2c[nH]c3ccccc23)CC1
16) S=C1NCCNC(=S)NCCOCCN1
17) CN1CCN(CCNC(=O)c2cn(Cc3ccccc3F)nn2)CC1
18) Cc1ccc(CSc2nnc(-c3ccc(S(=O)(=O)N4CCCC4)cc3)o2)cc1
assay / compound	13	14	15	16	17	18
M1 ag	-7	-4	0	-5	-7	-4
CHRM1 antagonist	2	15	6	0	-3	5
CHO-K1 Ca antag	13	7	2	8	5	14
TAAR1 agonist	3	4	2	10	3	0
CHO-K1 Ca ag	-0.7	3.2	0.1	-0.2	-0.1	0.9
CHO parental Ca	-23	.	.	-8	1	1
CHO-K1 Ca PAM	-5	9	-16	4	-12	-7
TAAR1 antag	-21	11	-16	0	-5	15
CHRM1 PAM	0	-8	1	3	6	-4

19) Cc1sc2ncn(CC(=O)N3CCN(c4ccc(F)cc4)CC3)c(=O)c2c1S(=O)(=O)N1CCOCC1
20) Nn1cnnc1SCC(=O)Nc1ccc(C2CCCCC2)cc1
21) Cc1ccccc1-n1c(C)cc(/C=C2/C(=N)N3C(c4ccccc4)=CSC3=NC2=O)c1C
22) COc1cc(/C=C/C(=O)OCC(=O)N(C)CC(=O)Nc2ccc(F)cc2)ccc1OC(F)F
23) Cc1ccc(SCc2c(C#N)c3ccccc3n2C)cc1
24) CCOC(=O)C1(C)NC(c2ccco2)C2C(=O)N(c3ccccc3)C(=O)C21 (stereo not drawn)
assay / compound	19	20	21	22	23	24
M1 ag	-5	2	0	5	-6	-1
CHRM1 antagonist	7	-13	-3	-3	1	-22
CHO-K1 Ca antag	-1	-13	-4	-11	6	-18
TAAR1 agonist	-1	17	0	12	3	6
CHO-K1 Ca ag	0.8	0.3	0.2	2.3	1.4	-0.1
CHO parental Ca	-10	-13	-25	-21	16	5
CHO-K1 Ca PAM	2	9	-4	-14	0	14
TAAR1 antag	-7	-16	10	-7	11	14
CHRM1 PAM	-4	10	-2	13	-12	14

25) Cc1ccc(CN2CCSc3ccc(C(=O)NCc4cccnc4)cc32)cc1
26) Cc1ccnc(NC(=O)C2(c3cccs3)CCOCC2)c1
27) CCOC(=O)N1CCN(C(=O)CNC2CCCCCCC2)CC1
28) Cc1nonc1CN(C)C(=O)c1cc(COc2ccc(F)cc2Cl)on1
29) Cc1ccc(NC(=O)c2ccc(Br)o2)cc1S(=O)(=O)N(C)C
30) COc1ccccc1NC(=O)Nc1nnc(C(C)C)s1
assay / compound	25	26	27	28	29	30
M1 ag	-9	-6	-7	-3	-5	-3
CHRM1 antagonist	-6	-7	-2	-8	8	-4
CHO-K1 Ca antag	-2	-5	-15	-4	7	1
TAAR1 agonist	0	0	4	0	6	6
CHO-K1 Ca ag	0.8	0.3	0.9	4.6	2.3	0.1
CHO parental Ca	-16	-7	-1	9	-16	-13
CHO-K1 Ca PAM	14	4	22	13	-16	11
TAAR1 antag	-12	-16	-14	-12	23	-8
CHRM1 PAM	0	7	-1	7	-15	5

31) Cc1ccc(N(C(=O)Nc2ccccc2)C2=NCCC2)cc1
32) CCCN(Cc1nnc(-c2ccccc2Cl)o1)C(=O)c1cc(S(=O)(=O)N2CCOCC2)ccc1F
33) Cc1ccc(CC2C(=O)N(c3nc(C)cc(C)n3)C(=O)C2C)cc1 (stereo not drawn)
34) Cn1c(=O)c(-c2cccc(Cl)c2)c(O)c2ccccc21
35) COc1ccc(/C=N/OCC(=O)NC(c2ccccc2)c2ccccc2)cc1OC
36) COc1ccc(NC(=O)c2nc3nccc(C)n3n2)cc1S(=O)(=O)N1CCOCC1
assay / compound	31	32	33	34	35	36
M1 ag	-5	-5	-3	-1	-13	-2
CHRM1 antagonist	-16	11	8	-12	-1	6
CHO-K1 Ca antag	3	0	-7	3	-7	4
TAAR1 agonist	-1	3	2	0	2	1
CHO-K1 Ca ag	0.4	3.3	0.1	0.8	1.5	0.8
CHO parental Ca	-11	-25	-17	-6	0	-15
CHO-K1 Ca PAM	-2	-7	8	-2	19	7
TAAR1 antag	-16	-2	-5	-6	-4	-8
CHRM1 PAM	12	-6	-1	10	4	0

Ordered by length of the SMILES (ascending): some entries from above
1) CC1CCN(S(=O)(=O)c2cc(Cl)ccc2Br)CC1
27) CCOC(=O)N1CCN(C(=O)CNC2CCCCCCC2)CC1
7) Cc1ccc(-n2nc3c(c2NC(=O)CC(C)C)CS(=O)(=O)C3)c(C)c1
assay / compound	1	27	7
M1 ag	-7	-7	0
CHRM1 antagonist	-14	-2	-7
CHO-K1 Ca antag	-16	-15	11
TAAR1 agonist	12	4	1
CHO-K1 Ca ag	-0.3	0.9	-0.2
CHO parental Ca	-19	-1	-13
CHO-K1 Ca PAM	9	22	-5
TAAR1 antag	-1	-14	-19
CHRM1 PAM	12	-1	11

Continued:
37) S=C(Nc1cccc(Cl)c1Cl)N1CCCC1
38) Cc1cccc(C(=O)Nc2nnc(SCC(=O)NC3CC3)s2)c1
39) CC1Cc2ccccc2N1C(=O)CN(C)CC(=O)Nc1ccc(F)cc1 (stereo not drawn)
40) CN(C(=O)COC(=O)/C=C/c1cccs1)C1CCCCC1
41) Cc1ccc(-c2cc(NC(=O)c3ccccc3[N+](=O)[O-])n[nH]2)cc1
42) COc1ccccc1NS(=O)(=O)c1cc(C(=O)N2CCCCCC2)ccc1C
assay / compound	37	38	39	40	41	42
M1 ag	-1	1	-5	-5	-3	-1
CHRM1 antagonist	-6	-2	2	-6	-10	7
CHO-K1 Ca antag	1	-8	-19	-8	8	10
TAAR1 agonist	-1	28	2	1	3	11
CHO-K1 Ca ag	-0.1	1.2	0.9	-0.3	0.3	0.8
CHO parental Ca	.	-2	-26	-18	-8	-18
CHO-K1 Ca PAM	-12	10	-1	10	-13	-15
TAAR1 antag	-15	27	-17	-1	-6	-11
CHRM1 PAM	7	6	2	9	7	4

43) Cc1nnc(SCC(=O)N(C)c2c(N)n(Cc3ccccc3)c(=O)[nH]c2=O)n1Cc1ccccc1
44) CSCCC(NC(=O)c1ccc(Cl)cc1)C(=O)NC(C)(C)C (stereo not drawn)
45) CCOC(=O)c1[nH]c(C)c(CN(CCc2ccc(OC)c(OC)c2)C(=O)CCCC(=O)O)c1C
46) CCn1ncc(Br)c1C(=O)Nc1ccccc1C(=O)OC
47) Cc1cccc(NS(=O)(=O)c2cn(C)c(=O)n(C)c2=O)c1C
48) CSc1ccccc1C(=O)OCC(=O)N1CCN(C(C)=O)CC1
49) COc1ccc2nc3c(cc2c1)c(NC(=O)c1cccs1)nn3CC(C)C
50) CCC/C=N/NC(=O)CNC(=O)c1ccccc1Cl
51) C/C(=N\NC(=S)NCc1ccccc1)c1ccco1
assay / compound	43	44	45	46	47	48	49	50	51
M1 ag	7	-7	-3	-5	-1	-3	-4	-8	1
CHRM1 antagonist	-17	-3	-18	-1	-1	-6	-25	-6	-12
CHO-K1 Ca antag	-11	-6	-4	-1	1	-11	5	0	-4
TAAR1 agonist	-1	7	0	20	0	8	15	0	5
CHO-K1 Ca ag	1.3	-0.6	1.0	-0.4	1.0	1.3	1.5	-0.3	-0.4
CHO parental Ca	-7	-9	-8	-21	-3	-14	-18	-4	-10
CHO-K1 Ca PAM	22	11	13	22	8	16	9	10	8
TAAR1 antag	5	-1	13	9	-8	-2	47	7	-1
CHRM1 PAM	11	11	3	5	5	8	-7	6	15
